KCC2 mod: KCC2 cotransporter modulators, thallium flux, primary screen, cell-based, HEK293 KCC2, FluoZin-2 fluorescence, MLSMR; B-score of Tl+ flux slope (higher = more flux/activation; lower = inhibition) at 10 µM; KCC2 cells, thallium flux FluoZin-2 fluorescence; hit rate 2.2% among 190,000; Solute carrier family 12 member 5 (Homo sapiens), Q9H2X9;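 active = thallium flux slope and its plate-corrected score both differing from the plate sample mean at a set confidence after two filtering rounds, in either direction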;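 note: slope of fluorescence scaled to starting intensity during 10 to 20 s after thallium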
Furin inhibitor: human furin inhibitors, primary screen, biochemical, fluorescence intensity; P09958; purified furin, fluorogenic substrate cleavage; inhibition, % at 30 µM; hit rate 0.061% among 220,000; AID 463115, 2010; in the data active = inhibition above about 25%; note: inactives centre near -15
TbHK1 inh: Trypanosoma brucei hexokinase 1 inhibitors, primary screen, biochemical, G6PDH-coupled NADH absorbance, MLSCN library | AID 1430, 2008 | hit rate 0.11% among 220,000 | inhibition, % at 10 µM | recombinant TbHK1, G6PDH-coupled NADH A340;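 active = inhibition of 50% or more in the single-dose primary screen; inactive = inhibition below 50%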
PPC-1+TRAIL kill: compounds killing PPC-1 cancer cells with TRAIL present, primary screen, TRAIL potentiator project, ATPLite luminescence, uHTS. cell killing (% activity), % at 4 µM. AID 1443, 2008. hit rate 0.41% among 220,000. PPC-1 cells + TRAIL, ATPLite viability luminescence;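 active = cell killing above 50% in the first pass at 4 µM, then a duplicate retest at 5 µM averaging 50% or more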;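 note: plate controls were cells with TRAIL plus DMSO for no effect and medium-only wells lacking cells for full effect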
EBV gp42 inh: Epstein-Barr virus gp42 inhibitors, primary screen, biochemical, uHTS, fluorescence polarization; Glycoprotein 42 (Epstein-Barr virus (strain AG876)), Q1HVG2; Fluorescence polarization binding assay, mP read-out; inhibition, % (tested at 21.74 µM); hit rate 0.42% among 220,000; AID 1085, 2008; in the data active = inhibition above about 50%
Target sequence (Q1HVG2 whole entry, looked up): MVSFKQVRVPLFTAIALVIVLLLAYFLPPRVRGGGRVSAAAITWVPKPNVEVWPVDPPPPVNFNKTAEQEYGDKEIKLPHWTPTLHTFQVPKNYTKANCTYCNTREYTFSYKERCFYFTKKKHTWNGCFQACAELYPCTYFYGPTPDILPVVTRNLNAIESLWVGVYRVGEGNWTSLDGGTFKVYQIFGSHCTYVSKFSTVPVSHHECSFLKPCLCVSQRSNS
Calpain2 inh: inhibitors of pig calpain II, primary screen, biochemical, fluorogenic peptide substrate, 1536-well; purified calpain II, 30 min; inhibition, % at 16 µM; hit rate 0.37% among 220,000; AID 1236, 2008;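 active = inhibition above about 50%, limit read from the data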
TRPML3 ag: human TRPML3 channel agonists, primary screen, cell-based, HEK293 TRPML3-YFP, Fluo-8 calcium fluorescence, 3 µM; activation, % at 3 µM; hit rate 0.29% among 220,000; Mucolipin-3 (Homo sapiens), Q8TDD5; AID 1448, 2008; 100% = the carbachol control signal;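 active = activation above its plate's cutoff, the mean activation of the plate's test wells plus 3 SD, cut at about 12% in these data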;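 note: 0% = DMSO only wells and 100% = carbachol wells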
Target sequence (Q8TDD5 whole entry, looked up): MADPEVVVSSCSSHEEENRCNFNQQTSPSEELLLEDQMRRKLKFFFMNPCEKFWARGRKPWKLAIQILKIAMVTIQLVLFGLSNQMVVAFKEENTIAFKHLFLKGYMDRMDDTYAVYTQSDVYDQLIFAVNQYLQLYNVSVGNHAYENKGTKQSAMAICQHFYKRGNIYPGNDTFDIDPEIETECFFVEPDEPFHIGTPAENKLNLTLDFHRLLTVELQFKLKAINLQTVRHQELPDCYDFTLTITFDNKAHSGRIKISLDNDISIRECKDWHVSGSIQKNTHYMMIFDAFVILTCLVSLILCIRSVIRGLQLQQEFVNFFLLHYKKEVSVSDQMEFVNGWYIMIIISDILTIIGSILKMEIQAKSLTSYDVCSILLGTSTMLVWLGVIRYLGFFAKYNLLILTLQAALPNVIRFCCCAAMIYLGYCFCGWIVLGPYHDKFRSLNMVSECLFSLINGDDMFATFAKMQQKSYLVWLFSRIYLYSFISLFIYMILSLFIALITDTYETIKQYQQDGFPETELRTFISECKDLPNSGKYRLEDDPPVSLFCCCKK
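Test system – HEK293 line with stable expression of human TRPML3-YFP channel · Control set – carbachol 87 µM final as high control (100%), DMSO as low control (0%) · Signal – Fluo-8 calcium dye fluorescence, ex 470-495, em 515-575 nm · Incubation – 1-h 37 °C dye load, 5-s basal, 120-s post-compound reads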
thrombin 1536: human alpha-thrombin inhibitors, primary screen, counter-screen for coagulation protease inhibitor project, biochemical, 1536-well, fluorogenic AMC substrate; Prothrombin (Homo sapiens), P00734; Boc-VPR-AMC fluorogenic substrate cleavage; inhibition, % at 5 µM; hit rate 0.26% among 220,000;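 active = inhibition at or above 40%; inactive = inhibition below 40%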;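 note: 0% = enzyme with no compound and 100% = wells without enzyme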
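Test system: human alpha-thrombin; medium: pH 7.5 Tris-saline with Tween 20; times: reaction at room temperature; signal: AMC fluorescence at 355 nm excitation and 460 nm emission; also added: Boc-VPR-AMC substrate, 15 µM final; dosing: one concentration per compound, 5 µM, with 0.2% DMSO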
zfTRPN1 agonist: zebrafish TRPN1 channel agonists, primary screen, cell-based, HEK293, calcium fluorescence. transient receptor potential cation channel N1 (TRPN1/NompC), Danio rerio. hit rate 0.18% among 220,000. AID 1424, 2008. activation, % at 3 µM. HEK293 zebrafish TRPN1-YFP, Fluo-8 calcium fluorescence; 100% = response to 87 µM carbachol;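 active = activation above its plate's cutoff, the mean activation of test wells on that plate plus 3 SD, cut at about 19% in these data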;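 note: 0% = DMSO alone and 100% = 87 µM carbachol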
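Material: zebrafish TRPN1-YFP in HEK293 cells. Doses: one dose of 3 µM, 0.3% DMSO. Incubation: dye 1 h 37 °C plus 30 min RT. Measured by: intracellular calcium fluorescence with Fluo-8.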
Active calls of the source: *; i = inactive; · = not tested or not shown; [ ] = remark or other dose.

The opening 3 entries as a preview:
SMILES	KCC2 mod	Furin inhibitor	TbHK1 inh	PPC-1+TRAIL kill	EBV gp42 inh	Calpain2 inh	TRPML3 ag	thrombin 1536	zfTRPN1 agonist
CC(C)(C)C(=O)Nc1cc(C(F)(F)F)ccc1-n1ccnc1	1.6	-12	-7	5	-1	-18	0.8	-9	2.6
Cc1ccccc1C1NC(=S)NC2=C1C(=O)CC(C)(C)C2 (centres undefined)	0.33	-20	-24	7	-2	-1	1.3	-3	0.8
COC(=O)c1cc2occc2n1CC(=O)Nc1ccc(C)cc1C	-1.7	-6	2	18	-7	-18	0.1	0	0.4

All compounds of this part, previewed entries included:
SMILES	KCC2 mod	Furin inhibitor	TbHK1 inh	PPC-1+TRAIL kill	EBV gp42 inh	Calpain2 inh	TRPML3 ag	thrombin 1536	zfTRPN1 agonist
CC(C)(C)C(=O)Nc1cc(C(F)(F)F)ccc1-n1ccnc1	1.6	-12	-7	5	-1	-18	0.8	-9	2.6
Cc1ccccc1C1NC(=S)NC2=C1C(=O)CC(C)(C)C2 (centres undefined)	0.33	-20	-24	7	-2	-1	1.3	-3	0.8
COC(=O)c1cc2occc2n1CC(=O)Nc1ccc(C)cc1C	-1.7	-6	2	18	-7	-18	0.1	0	0.4
O=C(Nc1ccccc1N1CCN(C(=O)c2ccccc2)CC1)c1cc2ccccc2o1	-0.51	-17[20 µM]	1	1	-3	-128	1.3	-3	0.6
CCOC(=O)c1ccccc1NC(=O)Cn1cnc2c(cnn2-c2ccccc2)c1=O	-1	-7	34	-1	-15	1	1.0	-2	0.5
Cc1cccc(CSCc2ccc(C(=O)NC3CCCC3)o2)c1	-2.7	-9	-2	17	-14	26	-0.8	6	-1.7
CCn1nc(C)c(/C=N\NC(=O)c2ccc3c(c2)OCO3)c1C	-0.37	-12[20 µM]	-16	8	-13	-7	-0.2	-3	-0.2
C=CCOc1nc2c(c(=O)n(C)c(=O)n2C)n1Cc1ccccc1Cl	-1.1	-20[20 µM]	5	-12	-2	31	-1.4	-2	-1.4
Cc1cccc(C(=O)Nc2nnc(C3=COCCO3)o2)c1	1.2	-22	-9	22	-8	-3	1.0	-5	-0.9
Fc1ccc(NC(=S)N2CCCC2)cc1	0.63	-28[20 µM]	0	·	·	·	-0.1	·	-0.4
Fc1ccc(CSc2nsc(SCc3ccc(F)cc3)n2)cc1	1.1	-10[20 µM]	10	11	-4	-1	0.1	5	2.2
O=C(N/N=C/c1ccc(COc2ccc(Br)cc2)o1)c1ccco1	-1.4	-23	1	-3	-4	-8	0.6	-2	-1.0
COC(=O)C1=C(C)N(Cc2ccccc2)C(=O)N[C@H]1c1ccccc1	0.089	-7	6	3	-15	26	-0.8	-1	0.3
CCc1nn(C)c(N)c1C	-0.072	-20	-5	6	-14	-18	0.5	1	0.7
Nc1cc(=O)[nH]c(SCC(=O)Nc2ccccc2Sc2ccc(Cl)cc2)n1	-0.28	-30	3	7	-3	-29	0.6	0	2.3

(listing goes on)
SMILES	KCC2 mod	Furin inhibitor	TbHK1 inh	PPC-1+TRAIL kill	EBV gp42 inh	Calpain2 inh	TRPML3 ag	thrombin 1536	zfTRPN1 agonist
COCCNC(=O)c1nn(-c2cc(OC)cc(OC)c2)c(=O)c2ccccc12	0.11	-15	-4	3	-11	11	-0.2	8	-0.9
Cc1cc(N)n(-c2cc(C)c3ccccc3n2)n1	-2.8	-16	-3	48	-16	-8	-0.8	-5	-1.6
C=CCc1cc(C=O)cc(OCC)c1OCc1ccc(Cl)cc1	-0.21	-3	35	5	-5	-11	0.9	2	-0.6
COCC(C)NC(=O)C(C)Oc1ccccc1 (centres undefined)	1.5	-21	-5	24	1	3	0.4	-4	1.3
O=C(NCCN1C(=O)S/C(=C\c2cccnc2)C1=O)c1cccc(OC(F)F)c1	-0.19	0	10	14	-21	14	0.7	-6	1.2
O=C(c1ccccc1)c1ccc(O)cc1O	i	-11	-63	7	67*	25	18*	8	18
Cc1cccc(NC(=O)c2cnc3ccccn3c2=O)c1	-0.44	-15	-14	60*[5 µM]	-2	-3	0.9	2	0.5
Cc1noc(C)c1C(=O)OCC(=O)Nc1ccccc1C(=O)NC(C)c1ccccc1 (centres undefined)	·	-19[20 µM]	7	10	-6	-3	0.1	1	-0.6
CC1(C)CC(=O)C(C(=O)CCCCC(=O)C2C(=O)CC(C)(C)CC2=O)C(=O)C1	4.4*	-21	1	18	-1	22	0.5	-2	0.2
CCc1nnc(NC(=O)[C@@H]2CCCN2S(=O)(=O)c2ccc3c(c2)OCCO3)s1	0.56	-2[20 µM]	7	-16	-16	16	-0.7	2	1.4
C=CCNS(=O)(=O)c1sccc1/C=N/O	0.31	-14	5	8	-24	-31	0.3	-4	0.0
CCC(C)(C)NC(=O)C(c1cccn1C)N(C(=O)Cn1nnc2ccccc21)c1ccc(F)cc1 (centres undefined)	-0.27	-13	21	3	-9	-11	0.1	-7	-0.1
CCOc1ccccc1N(CC(=O)O)S(=O)(=O)c1ccc(C)cc1	0.8	-23[20 µM]	-2	47	-13	15	1.1	-14	0.0
Cc1cc(C(=O)CN2C(=O)NC3(CCCc4ccccc43)C2=O)c(C)n1Cc1ccco1 (centres undefined)	1	-4[20 µM]	-11	-10	18	-53	0.7	-1	-0.3
CCn1c(CNC(=O)c2cccc(C)c2)nnc1SCC(=O)NC1CCCCC1C (centres undefined)	0.82	-25[20 µM]	-1	18	-30	17	-0.4	-4	-1.5

New compounds follow
SMILES	KCC2 mod	Furin inhibitor	TbHK1 inh	PPC-1+TRAIL kill	EBV gp42 inh	Calpain2 inh	TRPML3 ag	thrombin 1536	zfTRPN1 agonist
Cc1ccc(OCCN2CCN(C)CC2)c([N+](=O)[O-])c1	0.3	-1	19	14	-14	-15	0.5	-2	-0.6
Cc1ccc(Nc2nc(NCCCN3CCOCC3)nc(N)c2[N+](=O)[O-])cc1	-0.34	11	-34	7	-7	26	0.2	4	2.5
Cn1c(=O)[nH]c(=O)c2c1nc(N1CCOCC1)n2CCc1ccccc1	·	-8	3	2	-9	5	0.7	-6	1.6
Cc1ccc(C(=O)Nc2nnc(-c3ccncc3)s2)o1	-0.023	-2	-112	21	·	·	-0.2	-1	1.9
Cc1c(NC(=O)c2ccc3c4c(cccc24)CC3)c(=O)n(-c2ccccc2)n1C	·	-22[20 µM]	-9	6	-3	-5	0.5	8	-0.9
CCOC(=O)c1cnn(-c2c(Cc3ccccc3)c(C)nc3c(-c4ccccc4)c(C)nn23)c1N	0.62	-8[20 µM]	-8	-16	1	17	0.9	-9	-0.9
CCOc1cccc(/C=C/C(=O)O)c1	1.3	-19	0	-18	-6	-22	0.5	-2	1.0
Cc1ccc2oc(-c3ccc(C)c(NC(=S)NC(=O)c4cccs4)c3)nc2c1	4.6*	-11	-4	28	-10	27	0.4	12	0.5
C=CCOC(=O)Nc1ccc(Cl)cc1NC(=O)OCC=C	-0.51	-20	1	12	-9	30	-0.8	4	-2.9
COc1cc(CNCCc2ccccc2F)ccc1OCc1ccc(Cl)nc1	0.42	-16[20 µM]	14	1	-15	4	1.8	-26	1.1
Nc1c(C(=O)NCc2ccccc2)sc2nc3c(cc12)C(=O)CCC3	-0.31	3[20 µM]	-7	2	-5	-17	-0.1	-3	-0.9
N#C/C(=C(/O)C(Cl)c1ccccc1)c1nc2ccccc2s1 (centres undefined)	-1.3	-14[20 µM]	-18	10	-2	-46	0.5	-4	-1.4
Cc1nnc(NC(=O)C(C)Oc2ccc3c(C)cc(=O)oc3c2)s1 (centres undefined)	-0.85	-23[20 µM]	-7	9	-9	-42	0.3	-5	-0.3
COc1ccc(CCN2C(=O)CC(Cc3cccc(C)c3)C2=O)cc1OC (centres undefined)	·	-12	7	12	-5	25	1.1	-4	-0.6
CCOC(=O)c1nnn2c1nc(Nc1cccc(C(F)(F)F)c1)c1ccccc12	-0.16	-27	-6	18	-18	-73	-0.5	-4	0.8

The listing continues.
SMILES	KCC2 mod	Furin inhibitor	TbHK1 inh	PPC-1+TRAIL kill	EBV gp42 inh	Calpain2 inh	TRPML3 ag	thrombin 1536	zfTRPN1 agonist
COc1ccccc1NC(=O)c1cccc(NC(=O)c2ccco2)c1	-0.092	-22[20 µM]	7	10	-15	-4	1.0	1	1.0
CCN(CC)C(=O)Cn1c(=O)n(Cc2ccccc2Cl)c2c1c(=O)n(C)c(=O)n2C	-0.37	-12[20 µM]	-2	·	·	·	0.5	·	2.4
COc1cccc(C(=O)NC2CCSC2=O)c1 (centres undefined)	0.045	-18	3	12	-6	-2	0.8	5	1.8
CC1=CC(C)(C)Nc2ccc(OC(=O)CN3C(=O)c4ccccc4C3=O)cc21	0.3	-4	-8	21	2	-475	-0.2	-14	0.0
N/C(=N\OC(=O)c1cccs1)c1cccc(Br)c1	-1.3	-24	-3	12	-2	14	0.1	-5	-1.7
Cc1ccc(C)c(Nc2ncccc2C(=O)NCc2cccs2)c1	2	-1	-10	11	13	21	0.2	-6	0.0
O=C(O)c1ccccc1P(=O)(c1ccccc1)c1ccccc1	-0.61	-26	-5	15	-1	-15	0.4	-1	0.7
Cc1ccccc1Cn1cc(NC(=O)CCCn2nc([N+](=O)[O-])cc2C)cn1	-1.7	-26	-2	0	5	-12	0.9	-5	0.6
Cc1nnc(SCC(=O)OC2CC(C)CCC2C(C)C)[nH]c1=O (centres undefined)	·	-12[20 µM]	1	15	0	1	0.0	0	-0.4
COc1ccc(OCC(O)Cn2c(Br)nc3c2c(=O)[nH]c(=O)n3C)cc1 (centres undefined)	-0.0048	-34[20 µM]	3	-12	-2	-22	1.7	-3	1.4
O=C(Nc1cccc(Cn2cccn2)c1)c1cc2c(s1)CCCC2	-1.3	26*[20 µM]	-2	20	-7	29	0.6	-3	0.2
CSc1nc2nc(-c3ccccc3)cc(=O)n2[nH]1	-1.1	-11[20 µM]	-7	36	8	-35	0.7	-5	-0.6
CC(C)N(C(=O)CN1C(=O)C(=O)c2ccccc21)c1ccccc1	1.2	-14	4	·	-6	30	0.1	-7	0.1
Cc1ccc(/C=C/C(=O)N2CCCC(C)C2)cc1 (centres undefined)	-0.94	-14	-2	41	-18	-5	0.6	-6	-1.7
CC1CCN(CC(C)CNC(=O)c2cc(-c3ccccn3)nc3ccccc23)CC1 (centres undefined)	0.31	-17	-3	-3	-13	7	-0.3	-5	1.9
O=c1cc2c(=O)oc3cc(O)c(O)oc3c2c(O)c1O	-0.28	-8	-2	-8	-12	-4	-0.3	-1	2.2
CC(C)=NNc1nc2sc3c(c2c(=O)[nH]1)CC(C)(C)OC3	0.51	-23	-2	18	-7	-19	0.9	4	0.8
Cc1ccc(C)c(NC(=S)NCCc2ccc(S(N)(=O)=O)cc2)c1	0.82	-18[20 µM]	-3	·	·	·	-0.2	·	0.5

Screens: PubChem, several laboratories
